# Assay outcomes: PubChem, The Scripps Research Institute Molecular Screening Center
# FBW7 activator: human FBW7 E3 ligase activation, primary screen | AlphaScreen FBW7–phospho-cyclin E peptide binding, activator screen | normalized activity (activation), % at 26.1 µM | AID 1259310 | actives 0.13% (n = 650,000); in the data active = normalized activity above about 1.9%;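 also: purified mutant Fbw7 with reduced substrate affinity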
# GPR151 activ: activates the human receptor GPR151. Q8TDV0. PathHunter beta-arrestin GPR151 cells, luminescence. activation, % at 11.2 µM. actives 1% (n = 650,000). AID 1508602; in the data active = activation above about 4.9%;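 also: 0% = median of compound wells and 100% = cells with positive control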
# Target sequence (Q8TDV0 whole entry, looked up): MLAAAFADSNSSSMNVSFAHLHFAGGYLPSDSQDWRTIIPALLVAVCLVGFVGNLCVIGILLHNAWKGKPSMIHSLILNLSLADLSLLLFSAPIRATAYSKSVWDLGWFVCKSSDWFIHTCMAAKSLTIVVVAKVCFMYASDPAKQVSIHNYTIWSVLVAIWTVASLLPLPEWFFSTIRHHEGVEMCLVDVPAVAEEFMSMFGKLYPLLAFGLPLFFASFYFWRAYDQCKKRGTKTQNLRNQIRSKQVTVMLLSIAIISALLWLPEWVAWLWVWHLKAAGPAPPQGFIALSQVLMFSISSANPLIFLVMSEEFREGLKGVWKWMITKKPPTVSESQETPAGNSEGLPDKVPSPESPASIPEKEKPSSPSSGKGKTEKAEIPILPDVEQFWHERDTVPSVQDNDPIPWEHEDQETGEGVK
# TEAD-YAP inh: TEAD-YAP interaction inhibition | HEK-TIYL cells, TEAD-Gal4/YAP UAS-luciferase luminescence | inhibition, % at 9.12 µM | actives 1.4% (n = 640,000); in the data active = inhibition above about 32%;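 also: 0% = median of test compound wells and 100% = reference inhibitor wells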
# MITF inh: blocks human microphthalmia-associated transcription factor. O75030. actives 0.91% (n = 650,000). AID 1259374. inhibition, % at 2.6 µM. AlphaScreen MITF homodimerization, bead proximity signal; in the data active = inhibition above about 50%;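 also: 0% = vehicle wells with protein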
# Target sequence (O75030 whole entry, looked up): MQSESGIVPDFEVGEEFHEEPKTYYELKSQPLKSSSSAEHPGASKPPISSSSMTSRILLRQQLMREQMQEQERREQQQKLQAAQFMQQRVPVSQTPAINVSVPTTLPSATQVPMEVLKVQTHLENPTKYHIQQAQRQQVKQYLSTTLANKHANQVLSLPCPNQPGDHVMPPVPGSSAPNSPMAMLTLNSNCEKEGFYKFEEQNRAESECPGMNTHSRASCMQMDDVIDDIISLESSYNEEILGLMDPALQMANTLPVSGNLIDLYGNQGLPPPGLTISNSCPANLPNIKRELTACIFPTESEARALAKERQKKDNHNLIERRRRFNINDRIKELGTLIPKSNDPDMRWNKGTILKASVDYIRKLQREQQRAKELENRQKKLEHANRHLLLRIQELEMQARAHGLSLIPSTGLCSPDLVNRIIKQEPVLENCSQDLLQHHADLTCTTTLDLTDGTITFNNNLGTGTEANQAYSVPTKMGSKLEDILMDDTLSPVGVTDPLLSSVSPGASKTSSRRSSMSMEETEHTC
# * = called active by the depositor; nt = not tested or not shown. An unsorted share of the library, and some 3.4% of all compounds hit somewhere here.
SMILES,FBW7 activator,GPR151 activ,TEAD-YAP inh,MITF inh
O=C(c1ccccc1)N1N=C(c2c(-c3ccccc3)c3cc(Br)ccc3[nH]c2=O)CC1c1ccc([N+](=O)[O-])cc1 (stereo not given),0.0,-0.7,1,11
COc1ccc(C(=O)CCC(=O)Nc2ccc(Cl)c(Cl)c2)cc1OC,0.8,1.4,2,20
COc1ccccc1-n1c(SC)nc(O)cc1=O,3.9*,-0.5,6,2
c1csc(CNc2ccc(-c3ccc4c(c3)OCCO4)nn2)c1,0.0,0.0,12,-7
C=CCNC(=S)N(C)C(C)C(O)c1ccccc1 (stereo not given),0.0,0.0,7,19
O=C(O)CCCC(=O)Nc1ccn(-c2ccccc2)n1,0.0,-0.1,-1,-2
COc1ccc(CCNC(=O)CCn2c(SCc3ccccc3F)nc3ccccc3c2=O)cc1OC,0.0,0.3,0,2
CCN(CC)C(=O)CSc1nnc(-c2ccncc2)n1CC,0.2,-0.8,5,2
CN=C(NS(=O)(=O)c1ccccc1)c1ccc(Cl)cc1,0.2,-0.2,-2,7
O=C(NCC(c1cccnc1)N1CCc2ccccc2C1)c1ccc(Cl)c([N+](=O)[O-])c1 (stereo not given),0.0,1.1,-12,-5
CC1=C(C(=O)Nc2ccccc2C)C(c2ccccc2[N+](=O)[O-])n2ncnc2N1 (stereo not given),0.8,2.0,1,9
CC1CCN(C(=O)C2CCC(CNc3c(N4CCCCC4)c(=O)c3=O)CC2)CC1 (stereo not given),-0.2,0.3,-6,7
O=C(COc1ccc(Cl)cc1)NNC(=O)Cc1cccc2ccccc12,-0.1,1.5,1,-4
COc1ccccc1N1CCN(C2CCCN(C(=O)c3ccc4ncccc4c3)C2)CC1 (stereo not given),0.0,1.4,-7,-2
Cc1ccc2nsnc2c1S(=O)(=O)NCCc1c(C)[nH]c2ccccc12,0.2,-0.1,-6,11
COC(=O)C/C(C)=N/Nc1ccc(S(=O)(=O)N2CCCC2)cc1[N+](=O)[O-],0.3,-1.1,-7,17
COC(=O)c1ccccc1NC(=O)CSc1ccc([N+](=O)[O-])cn1,-0.1,0.9,9,11
COc1ccc(CCNc2nc(-c3csc4ccccc34)nc3c2ncn3-c2ccccc2)cc1,0.4,-1.2,-3,20
Cc1cc(C)cc(Cn2c(NCc3ccncc3)cc(=O)n(C)c2=O)c1,0.0,1.4,34*,-14
O=C1C=C(N2CCCC2)C(=O)N1c1ccc(Cl)cc1,-0.1,-0.5,-45,-8

# Reprinted from the entries so far for reference:
SMILES,FBW7 activator,GPR151 activ,TEAD-YAP inh,MITF inh
Cc1ccc2nsnc2c1S(=O)(=O)NCCc1c(C)[nH]c2ccccc12,0.2,-0.1,-6,11
COC(=O)C/C(C)=N/Nc1ccc(S(=O)(=O)N2CCCC2)cc1[N+](=O)[O-],0.3,-1.1,-7,17
COC(=O)c1ccccc1NC(=O)CSc1ccc([N+](=O)[O-])cn1,-0.1,0.9,9,11
COc1ccc(CCNc2nc(-c3csc4ccccc34)nc3c2ncn3-c2ccccc2)cc1,0.4,-1.2,-3,20
Cc1cc(C)cc(Cn2c(NCc3ccncc3)cc(=O)n(C)c2=O)c1,0.0,1.4,34*,-14
O=C1C=C(N2CCCC2)C(=O)N1c1ccc(Cl)cc1,-0.1,-0.5,-45,-8

# (cont.)
SMILES,FBW7 activator,GPR151 activ,TEAD-YAP inh,MITF inh
CCOc1ccc(C(=O)Nc2ccc3c4c(cccc24)CC3)cc1[N+](=O)[O-],0.0,-0.2,-7,1
COc1ccc(CN2C[C@@H]3C[C@@H](c4ccco4)N4CCC[C@@]34C2=O)cc1,0.1,-1.0,8,10
N/C(CC(=O)Nc1ccc(F)c(Cl)c1)=N\OC(=O)c1cccs1,-0.2,-0.8,-4,-5
CCOc1ccc(C(=O)NC(=S)Nc2ccc(NC(C)=O)cc2)cc1Cl,0.0,0.0,3,6
CCOc1cccc(C2C(C(=O)Nc3ccccc3OC)=C(C)NC3=C2C(=O)CCC3)c1 (stereo not given),-0.1,0.5,-2,-11
COc1cc([N+](=O)[O-])cc2sc(NC(=O)c3ccco3)nc12,0.0,0.4,1,-6
COc1ccc(N2CCN(C(=O)CCNC(=O)Cn3cnc4ccccc4c3=O)CC2)cc1,0.1,-1.3,13,9
CCN(CC1CCCO1)C1CCN(c2nc(C)c3ccc(OC)cc3n2)CC1 (stereo not given),-0.1,-1.0,-5,6
CCOC(=O)c1ccc(NC(=O)Cn2cc(OC)c(=O)cc2CN2CCC(C)CC2)cc1,0.0,2.8,10,13
O=C(CCCCc1ccccc1)Nc1ccc(N2CCC(N3CCOCC3)CC2)cc1,0.0,-0.5,4,10
CCOc1cccc(=O)c2c(C)[nH]c(C)c12,-0.2,0.9,-7,44
COc1ccc(-c2nc(CN3CCC(C(=O)NC(C)C)CC3)c(C)o2)cc1OC,-0.1,-0.6,-5,4
N=C1S/C(=C\c2ccc(-c3ccc(F)cc3F)o2)C(=O)N1c1nccs1,0.0,0.0,8,3
O=C(CSc1nnnn1-c1ccccc1)Nc1ccc(Cl)cc1O,-0.1,1.1,8,-7
O=C(CCCOc1ccc(Cl)cc1Cl)Nc1nc(-c2ccc(Cl)cc2)cs1,0.0,-0.2,-9,9
NS(=O)(=O)c1ccc(N2C(=O)c3cc([N+](=O)[O-])cc4cc([N+](=O)[O-])cc(c34)C2=O)cc1,-0.2,-1.8,0,0
CN(CC(=O)Nc1ccccc1C(N)=O)S(=O)(=O)c1cc(Cl)ccc1Cl,0.1,-1.3,-10,14
COC(=O)C1C(=O)NC(SCC(=O)Nc2cc(Cl)cc(Cl)c2)=C(C#N)C1c1ccc(Cl)cc1 (stereo not given),-0.1,0.5,15,3
CCCOc1ccc(C(=O)NC(C)C(=O)O)cc1 (stereo not given),-0.1,-0.5,6,-3
COCCn1nnnc1CN1CCc2nc(N3CCCC3)[nH]c(=O)c2C1,-0.2,0.2,-2,-8
COc1ccc(-n2cc(C(=O)N3CCN(c4ccccc4)CC3)c3ccccc3c2=O)cc1,0.6,-0.5,0,18
Cc1nc(SCC(=O)Nc2c(C)[nH]c(=O)[nH]c2=O)c2c3c(sc2n1)CCCC3,0.1,1.2,2,2
O=C(Nc1cc(Cl)c(Cl)cc1Cl)/C(=C/c1ccccc1)NC(=O)c1ccccc1,-0.1,1.7,-3,7
CCc1ccc2[nH]c3nc(N/N=C/c4ccc(C(=O)O)cc4)nnc3c2c1,-0.1,1.5,1,-1
Fc1ccc(-c2cnc3c(NCc4ccc5c(c4)OCO5)nccn23)cc1,-0.6,0.5,-10,-1
Nc1nc(SCC(=O)Nc2ccccc2C(=O)NC2CCCC2)n[nH]1,0.4,0.9,4,6
CC1=CC2=NC(=O)/C(=C\c3ccc(OCCCOc4ccccc4C)cc3)C(=N)N2O1,0.4,-0.6,-10,6
Cc1cc(-c2ccccc2)nc(N2CCC(C(=O)NC(C)C)CC2)n1,0.8,-0.6,-4,4
Cc1cc(Br)ccc1NC(=O)Cc1noc2ccccc12,0.1,2.8,-9,-10
CCCCC1CN(CCC(=O)N2CCCCC2c2nccn2C)Cc2ccccc2O1 (stereo not given),0.0,0.2,-1,7
Cn1nc(CC(=O)Nc2ccc(F)c(F)c2)c2ccccc2c1=O,0.1,-0.1,47*,5
COc1ccc(N(C(=O)c2cccc(C)c2)S(=O)(=O)c2ccc(C)cc2)cc1,0.2,0.4,4,7
O=C(NC(=S)Nc1ccc([N+](=O)[O-])cc1)c1cccc(F)c1,0.0,-0.8,2,1
O=C1C(=O)N(CCCn2ccnc2)C(c2ccccc2)/C1=C(/O)c1ccc(Br)cc1 (stereo not given),-0.1,1.2,13,1
CCC(CC)c1nnc(NC(=O)C(C)(C)C)s1,-0.1,1.7,-7,9
COc1ccc2c(c1)N(C)/C(=c1/s/c(=C3\SC(=S)N(C)C3=O)n(C)c1=O)S2,-0.2,-0.4,-39,6
Cc1ccc(S(=O)(=O)N(CC(=O)NCCc2ccccc2)c2cccc(Cl)c2)cc1,-0.1,1.0,0,1
COC(=O)C1=C(C(=O)OC)[C@@H]2N(Cc3ccccc3)c3ccccc3[C@@]23CCC(=O)N(CC2CC2)C3=N1,-0.2,1.2,nt,2
O=C1c2ccccc2NC(c2ccc(O)cc2)N1c1cccc2ccccc12 (stereo not given),0.1,-0.4,-51,10
CCOC(=O)Nc1ccc2c(CN3CCC(C(=O)OCC)CC3)cc(=O)oc2c1,-0.1,-1.6,12,-2

# Among those listed so far, these contain bromine:
SMILES,FBW7 activator,GPR151 activ,TEAD-YAP inh,MITF inh
O=C(c1ccccc1)N1N=C(c2c(-c3ccccc3)c3cc(Br)ccc3[nH]c2=O)CC1c1ccc([N+](=O)[O-])cc1 (stereo not given),0.0,-0.7,1,11
Cc1cc(Br)ccc1NC(=O)Cc1noc2ccccc12,0.1,2.8,-9,-10
O=C1C(=O)N(CCCn2ccnc2)C(c2ccccc2)/C1=C(/O)c1ccc(Br)cc1 (stereo not given),-0.1,1.2,13,1

# Continuation:
SMILES,FBW7 activator,GPR151 activ,TEAD-YAP inh,MITF inh
O=C(c1ccccc1F)N1CCN(S(=O)(=O)c2ccccc2[N+](=O)[O-])CC1,0.0,1.9,-10,12
COc1cccc2cc(C(=O)Nc3ccc(Cl)cc3Cl)c(=O)oc12,0.3,0.5,10,4
O=C(Nc1ccc(F)c(F)c1)c1cc(S(=O)(=O)NC2CCCCCC2)ccc1F,0.1,0.2,15,8
O=c1c2ccccc2nc(-c2ccc(F)cc2)n1NCc1cccc(Br)c1,0.1,0.4,-3,3
COc1cc2c(cc1OC)C(COc1ccccc1OC)N(C(=O)Cc1cccs1)CC2 (stereo not given),0.1,-1.7,-2,16
Cc1ccc(N=Cc2ccc(/C=N/N(C)C)o2)cc1,0.1,-0.6,3,-7
CC(C)C[C@H]1NC(=O)[C@@H]2C[C@H](NCc3cnn(-c4ccccc4F)c3)CN2C1=O,0.2,-0.5,-6,-6
CCCc1ccc2c(N)c(C(=O)c3ccc(Br)cc3)sc2n1,0.2,-0.3,-3,-18
COc1ccccc1-n1c(CNC(=O)c2ccco2)nnc1SCC(=O)Nc1nc2ccccc2s1,0.2,0.4,5,9
NC(=O)Nc1ccc(C(=O)OCC(=O)Nc2ccc(Cl)c(Cl)c2)cc1,0.1,0.0,-3,3
COC(=O)C1=C(C(=O)OC)SC(=C2C(=S)C(C)(C)N(C(C)=O)c3cc(C)ccc32)S1,-0.4,-0.8,4,9
COc1cccc(CN2CCc3nnc(C(CC(C)C)NC(C)=O)n3CC2)c1O (stereo not given),-0.1,-0.2,7,-5
Cc1ccc(NC(=O)CSc2nc3ccccc3c(=O)n2CCCC(=O)NCc2cccc(Cl)c2)cc1C,0.0,0.2,17,-5
Cc1c(OC(C)C(=O)OCC(C)C)ccc2c3c(c(=O)oc12)CCC3 (stereo not given),0.0,-0.3,-4,-10
CC(Sc1nc(N)cc(N)n1)C(=O)Nc1cccc(Cl)c1 (stereo not given),1.2,-2.9,10,17
Ic1ccc(-c2ncc3ccccn23)cc1,-0.1,0.2,-56,11
CCCCNC(=O)c1ccc(N2CCCCC2)c([N+](=O)[O-])c1,0.0,-2.2,-11,9
COc1cc(C(=O)Nn2nnc3ccccc3c2=O)cc(OC)c1OC,0.0,-0.2,2,-14
Cc1cc(Nc2ccc(Cl)cc2)c2ccccc2n1,0.9,-1.5,-1,11
O=C(CN(CCO)C(=O)c1ccc(Cl)cc1)Nc1ccc(F)cc1,0.3,1.1,-5,15
CCn1c(=O)c2cc(C(=O)NCCN3CCCCCC3)sc2c2ccccc21,-0.2,-0.3,10,-9
CCOC(=O)/C(C#N)=C/c1cn(CCC#N)nc1-c1ccccc1,-0.1,1.3,-4,-3
Nc1ccc(OC(F)(F)C(F)F)c(N)c1,-0.3,-0.5,2,-7
COc1ccc(CC(=O)N2CCC(O)(c3ncccc3C)CC2)cc1,0.0,0.6,5,-1
Cc1ncc2c(c1CNC(=O)c1cncs1)CCN(C(=O)c1ccc(C(C)(C)C)cc1)C2,0.0,0.1,4,13
COc1cc(CNC2CCN(Cc3ccccc3)CC2)ccc1OCc1c(C)noc1C,0.0,0.0,7,44
COc1cc(/C=N/Nc2nc(C)cc(C)n2)ccc1OC(=O)c1ccco1,0.0,-0.1,-12,-5
CCN1CCN(c2nc(NCC3CCCO3)c3ccccc3n2)CC1 (stereo not given),-0.6,0.7,-8,5
CCOC(=O)N1CCN(C(=O)C2CCN(Cc3ccc(OC)cc3)CC2)CC1,0.4,0.0,9,41
O=C(CCC(=O)c1ccc2c(c1)OCCO2)OCC(=O)c1ccc(F)cc1,0.0,1.1,-5,0
CCOc1ccc(NC(=O)c2cnn3ccccc23)cc1,1.2,-5.7,94*,10
CCC1C(=O)CC(c2ccccc2)NC1c1ccccc1 (stereo not given),0.0,-0.1,0,0
CCOc1ccc(CC(=O)O)cc1OCC,0.1,1.9,2,-2
COCCNc1nc2nonc2nc1NC[C@@H]1CCCN2CCCC[C@H]12,0.0,0.8,-7,14
CCN(CC)c1ccc(NC(=O)CCNC(C)=O)cc1,-0.1,0.8,-1,0
Cc1ccccc1C(=O)N/N=C1/CC(=O)CC(C)(C)C1,0.8,0.9,3,4
CC1(/[N+]([O-])=C/c2ccccc2F)CCCCC1=O (stereo not given),0.0,0.5,1,-2
COc1ccccc1-n1c(SCc2ccncc2)nc2cccnc21,0.0,1.1,0,-12
Cc1nc2c3ccccc3n3c(CCCC(=O)NCc4ccc(Cl)cc4)nnc3n2n1,1.7,-0.7,17,6
COc1ccc(CNc2ccnc3c(-c4ccc(OC)nc4)cnn23)cc1,0.0,-1.6,-6,-24
Fc1ccc2[nH]c3nc(SCC4CCCO4)nnc3c2c1 (stereo not given),-0.1,-0.1,-41,12
